Assay outcomes from PubChem BioAssay.
PMI act: increases human mannose-6-phosphate isomerase activity. P34949. purified human PMI, coupled resazurin fluorescence, 20 min; hits give high values; 1 = vehicle control, 0 substrate-free wells. activation factor at 20 µM. 0.005% of 190,000 active. AID 1214;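 active = activation factor of 2 or more at 20 µM, relative to plate controls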
Efa HMGR inh: E. faecalis class II HMG-CoA reductase inhibition; purified E. faecalis HMGR, NADPH absorbance 340 nm kinetic; inhibition, % at 10 µM; 0.41% of 190,000 active; AID 1066;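 active = inhibition above a set limit, the median over all tested compounds plus 3 SD, cut at about 9.5% in these data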;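 note: enzyme runs in reverse so mevalonate oxidation gives rising NADPH absorbance; 0% = complete reaction with DMSO and 100% = background rate lacking mevalonate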
FLuc stim CS: affects firefly luciferase, flagging false hits in luciferase stimulation screens; P08659; ATPlite luciferase biochemical, luminescence, 10 min; 0 = ATP-free wells, 1 = DMSO control; activation factor at 10 µM; 200,000 tested, under 10 active;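 active = luciferase activation factor, scaled between plate controls, of at least 2 with compound at 10 µM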
Target sequence (P08659 whole entry, looked up): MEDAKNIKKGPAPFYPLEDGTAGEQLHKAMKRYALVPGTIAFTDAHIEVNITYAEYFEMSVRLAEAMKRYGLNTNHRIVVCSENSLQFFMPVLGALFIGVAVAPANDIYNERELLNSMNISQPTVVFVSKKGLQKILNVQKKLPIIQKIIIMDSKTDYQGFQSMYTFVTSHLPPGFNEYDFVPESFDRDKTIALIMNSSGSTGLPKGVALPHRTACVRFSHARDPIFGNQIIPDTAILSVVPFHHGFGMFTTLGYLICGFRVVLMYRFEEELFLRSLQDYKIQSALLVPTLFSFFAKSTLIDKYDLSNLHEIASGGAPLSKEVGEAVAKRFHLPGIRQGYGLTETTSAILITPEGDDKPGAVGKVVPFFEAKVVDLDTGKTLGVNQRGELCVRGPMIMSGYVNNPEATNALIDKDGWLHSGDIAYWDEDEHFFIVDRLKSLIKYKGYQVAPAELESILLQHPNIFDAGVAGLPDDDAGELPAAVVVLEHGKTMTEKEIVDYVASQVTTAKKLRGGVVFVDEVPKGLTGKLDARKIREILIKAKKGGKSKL
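Material: luciferase plus luciferin reagent, cell-free. Medium: PBS buffer for ATP. Also added: ATP substrate, dispensed from a 10.24 µM working solution in PBS. Doses: test compounds dosed from 2 mM stocks in 100% DMSO. Incubation: 10 min post-reagent at room temperature. Technique: light output (luminescence). Read-out basis: luminescence gain marking luciferase activators.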
Diaph act CS: diaphorase activation or chemical reduction counter-screen. Diaphorase/resazurin coupled assay, resorufin fluorescence, 16 min; hits give high values; 1 = vehicle wells, 0 = NADH-free wells. activation factor at 20 µM. 0.005% of 190,000 active. AID 1229;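 active = diaphorase activity raised at least twofold by the compound at 20 µM; inactive = activation factor below 2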
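Test system: Clostridium kluyveri diaphorase, purified enzyme; input: enzyme 0.07 U/mL final; buffer or medium: 50 mM HEPES pH 7.4 with 4.542 mM MgCl2, 0.005% Tween 20; also added: 0.114 mM NADH and 0.1 mM resazurin, final amounts; schedule: 16 min enzyme reaction, ambient temperature; technique: fluorescence of resorufin, 544 nm excitation, 590 nm emission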
TNAP inh noacc: TNAP (human) inhibition, acceptor-free conditions | 0.26% of 200,000 active | AID 1012 | purified TNAP, CDP-star luminescence, 30 min | inhibition, % at 20 µM;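 active = tissue-nonspecific alkaline phosphatase inhibition above about 50% at 20 µM in the single-dose screen, limit read from the data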;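 note: 0% = DMSO negative control and 100% = EDTA positive control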
Target sequence (P05186 whole entry, looked up): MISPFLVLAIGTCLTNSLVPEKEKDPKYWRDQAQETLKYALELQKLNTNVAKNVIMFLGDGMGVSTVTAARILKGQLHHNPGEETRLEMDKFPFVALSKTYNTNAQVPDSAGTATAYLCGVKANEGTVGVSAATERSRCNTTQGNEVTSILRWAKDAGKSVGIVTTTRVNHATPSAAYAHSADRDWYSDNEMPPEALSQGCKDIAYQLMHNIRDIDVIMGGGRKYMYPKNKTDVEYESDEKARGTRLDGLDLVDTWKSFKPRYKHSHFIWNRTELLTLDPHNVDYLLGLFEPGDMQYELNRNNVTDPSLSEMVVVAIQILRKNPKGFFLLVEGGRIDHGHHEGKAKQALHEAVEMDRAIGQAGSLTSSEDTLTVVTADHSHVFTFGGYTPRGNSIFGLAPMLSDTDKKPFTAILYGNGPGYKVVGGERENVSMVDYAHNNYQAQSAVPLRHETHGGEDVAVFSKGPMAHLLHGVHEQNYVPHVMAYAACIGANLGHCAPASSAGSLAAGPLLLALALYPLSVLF
Diaphorase inh: diaphorase inhibition or chemical oxidation counter-screen; diaphorase resazurin-to-resorufin fluorescence, NADH, 16 min; bacterial (C. kluyveri) enzyme, not human; inhibition, % at 20 µM; 0.69% of 190,000 active;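 active = primary screen inhibition at 20 µM above a set limit, cut at about 50% in these data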;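 note: plate controls were DMSO with full reaction for no effect and wells lacking NADH for full effect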
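material = Clostridium kluyveri diaphorase enzyme | amount = 0.14 U/mL diaphorase, enzyme working solution | schedule = incubation 16 min, room temperature | detection = fluorescence of resorufin formed from resazurin, Ex 544/Em 590 nm | benchmarks = positive control minus NADH, DMSO neutral control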
TNAP act hi DEA: activators of human TNAP at high phosphate acceptor concentration. P05186. purified TNAP, CDP-star luminescence, 1 M DEA, 30 min; hits give high values; 0 = EDTA background, 1 = DMSO-only activity. activation factor at 20 µM. 200,000 tested, under 10 active. AID 1136;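 active = activation factor at least 2 at 20 µM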
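Measured by: Luminescent substrate turnover signal | Test system: Human TNAP | Input: TNAP 1/800 final | Dosing: 20 µM single point | Schedule: 30 min, room temperature | Controls: EDTA wells as negative control, DMSO wells as positive control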
PMI act satM6P: increases human PMI activity with near-saturating mannose 6-phosphate | P34949 | coupled PMI enzyme assay, resazurin fluorescence, 20 min; hits give high values; 1 = untreated enzyme, 0 = substrate-free blank | activation factor at 20 µM | 0.34% of 190,000 active;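 active = activation factor of 2 or more at 20 µM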
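Material: human phosphomannose isomerase with PGI, G6PDH, diaphorase coupling enzymes; amount: PMI at 15 ng/mL final; also added: Mannose-6-phosphate 1.0 mM (near-saturating) plus 0.22 mM NADP+; incubation: enzyme reaction with compound 20 min at room temperature; signal: resorufin fluorescence (Ex 544/Em 590 nm) from resazurin via diaphorase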
TNAP inh hiacc: TNAP (human) inhibition, high acceptor; 0.03% of 200,000 active; P05186; AID 1135; inhibition, % at 20 µM; purified TNAP, CDP-star luminescence, 1 M DEA;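 active = over 50% inhibition of tissue-nonspecific alkaline phosphatase at 20 µM in the single-dose screen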;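 note: plate controls were DMSO wells for no effect and EDTA-quenched wells as full inhibition for full effect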
G6PDH CS: L. mesenteroides G6PDH inhibition counter-screen; AID 1020; inhibition, % at 5 µM; 0.12% of 200,000 active; Purified L. mesenteroides G6PDH, diaphorase/resazurin coupled fluorescence, 45 min; in the data active = inhibition above about 50%
Active calls of the source: *; & = joins results of further samples. A portion of the library; rates above refer to the full screens.

No.	Structure	PMI act	Efa HMGR inh	FLuc stim CS	Diaph act CS	TNAP inh noacc	Diaphorase inh	TNAP act hi DEA	PMI act satM6P	TNAP inh hiacc	G6PDH CS
1	COc1ccc(Cl)cc1C(=O)C1CCCN(CCO)C1 (configuration not stated)	1	2	1	1.1	-9	-9	1.1	1	-10	15
2	CCOCC(=O)NC1CCSC1=O (configuration not stated)	1	0	1.1	0.8	4	21	1	0.8	-3	3
3	CSc1ncc(CN2CCCC(C(=O)c3sccc3C)C2)cn1 (configuration not stated)	0.9	-3	1	1	-5	2	1	1	0	7
4	COc1cccc(-n2c(-c3ccoc3)nc3ccccc3c2=O)c1	0.9	2	1	0.8	-13	21	1.1	1	-5	-4
5	COC(=O)[C@@H]1C[C@@]1(C)[C@@H](NP(=O)(c1ccccc1)c1ccccc1)c1ccccc1	1.1	0	1.1	1	0	3	1	1.1	-4	16
6	COc1ccc(NP(=O)(Oc2ccc(Cl)cc2)Oc2ccc(Cl)cc2)cc1OC	0.8	-5	1.1	0.8	8	25	1	0.9	-4	-5
7	COC(=O)N(c1ccccc1)P1(=S)OCCO1	0.8	-5	1	1	-24	-3	1	0.9	-2	7
8	C=C(C)Cn1c(=O)n(CC2CS2)c2ccccc21 (configuration not stated)	1	-4	1.1	0.8	-6	19	1	1	-2	10
9	c1ccc(C2CC3CC(c4ccco4)N2O3)cc1 (configuration not stated)	0.9	0	1	0.9	-16	9	1	0.9	-5	-11
10	Cc1ccccc1C(=O)NC(Oc1ccccc1)C(Cl)(Cl)Cl (configuration not stated)	0.9	-5	1.1	0.9	0	13	1	1.1	-3	11
11	O=C(c1cccnc1)c1cc2ccccc2[nH]1	1.1	-2	1.1	0.9	18	7	1	1.1	-4	-3
12	CCOC(=O)c1c(C)n(Cc2ccccc2)c2ccc(O)cc12	0.7	-9	1	0.6	-5	42	1	0.6	-5	17
13	CN(C)C(=O)Oc1ccc(-c2cn3cc(Cl)ccc3n2)cc1	1.2	1	0.1	0.8	-8	16	1.1	1.2	-5	1
14	C=CCC1(CN2CCCCCC2=O)C(=O)NC(=O)NC1=O	0.9	-4	1	1	-14	0	1.1	1	-9	28
15	CC(=NCC1CCCO1)c1c(O)n(-c2ccccc2)c(=O)[nH]c1=O (configuration not stated)	0.9	2	1	0.9	-5	10	1	1	-1	7
16	COc1cc(/C=C(/C)[N+](=O)[O-])ccc1OCc1ccccc1Cl	0.9	2	0.9	0.9	-12	15	1	0.9	5	13
17	COC(=O)C(O)(c1cn(C)c2ccccc12)C(F)(F)F (configuration not stated)	0.9	-3	1	0.9	-4	8	1	1	2	1
18	Cc1cc(OCc2nn[nH]n2)c2c3c(c(=O)oc2c1)CCC3	1	1	1	0.8	-21	15	1.1	1	-6	5
19	CN1CCN(c2ccc(NC(=O)Oc3ccccc3)cc2)CC1	0.9	1	0.9	0.9	-16	8	1.1	1	-6	1
20	CCCN1CCC2(CC1)NC(CO)(CO)CO2	1	0	1	0.9	-8	11	1	1	-2	-3
21	COC(=O)c1ccc(COc2cc(C)cc3oc(=O)c4c(c23)CCCC4)o1	0.8	1	1	0.7	-3	33	1	0.8	1	2
22	Cc1nccn1Cc1ccc(Cl)nc1	1.2	2	1.1	1.1	-10	-15	1	1.1	-3	0
23	O=C(CF)NC(NC(=S)Nc1cccc([N+](=O)[O-])c1)C(Cl)(Cl)Cl (configuration not stated)	1	-6	1.1	0.8	-4	16	1	1.1	-3	5
24	COP(=O)(OC)C(O)C(Cl)(Cl)Cl (configuration not stated)	1.1	-5	1	0.9	-3	6	1	1.1	1	-2
25	c1cncc(CNCCc2c[nH]c3ccccc23)c1	1.3	8	1	0.9	-12	8	1	1.2	-2	-3
26	CN1CCC2(CC1)C(C#N)=C(N)NC(S)=C2C#N	0.9&0.7	-5&0	1&1.1	1&0.8	-93&-182	-3&17	1&1	0.6&0.6	1&-4	9&-20
27	O=C1CN(C(=O)COC(=O)Cc2ccccc2)c2ccccc2N1	1	2	1.1	0.9	-3	13	1.1	0.9	-8	4
28	Cc1ccc(OCC(=O)N2CCN(Cc3ccc4c(c3)OCO4)CC2)cc1	1	-2	1.1	0.8	-9	20	1.1	1	-9	8
29	Cc1c(C(c2ccc(O)cc2)c2c(O)c3ccccc3oc2=O)c(=O)n(-c2ccccc2)n1C (configuration not stated)	1.1	-1	1.1	0.9	-6	11	1	1	-1	4
30	O=C(NC[P+](=O)O)OCc1ccccc1	1	2	1.1	1	-9	0	1	1.1	-2	-1
31	CC1=CC(=C2C(=O)NC(=O)NC2=O)C=C(C(F)(F)F)N1C(C)C	1	1	1.1	0.9	-11	13	1	1	-2	0
32	Fc1ccc(N2CCN(Cc3ccc4c(c3)OCO4)CC2)cc1	1	-7	1.1	0.9	-2	7	1.1	1.1	-7	12
33	CCOC(=O)C1SC2(C(F)F)CC1(O)c1c(c(OC)c3occc3c1OC)O2 (configuration not stated)	1	-3	1.1	1	-20	4	1	1	-5	-14
34	Cc1nn(Cc2ccccc2)c(C)c1C(=O)O	1.1	-4	1	1	-10	-1	1.1	1.1	-5	3
35	O=C(Cn1nc(-c2ccc(Cl)cc2)ccc1=O)N1CCC2(CC1)OCCO2	1	-3	1	0.9	-11	9	1	1	-4	5
36	O=c1[nH]c(=S)[nH]c(O)c1C(c1ccccn1)c1c(O)[nH]c(=S)[nH]c1=O	1.4	-1	1.1	0.9	-6	12	1	1.2	2	8
37	CCC(=NCc1ccco1)c1c(O)n(Cc2ccccc2)c(=O)[nH]c1=O	1.1	-4	1	0.9	-6	7	1	1.2	-3	15
38	CN(C)C(=O)Nc1cccc(OC(=O)N(C)C)c1	0.8	-13	1	0.9	-4	12	1	0.8	0	2
39	CN(C)c1ccc(/C=C2/C(=O)NC(=O)N(CCc3ccc(F)cc3)C2=O)cc1	1	0	1.1	1	14	-1	1	1.2	-2	4
40	CC(=O)Nc1ccccc1C(=O)C(=O)Nc1cccc(C(=O)N2CCC3(CC2)OCCO3)c1	1.1	-5	1.1	1	-17	0	1	1.1	-4	0
41	OC1/C(=C/c2ccc(C(F)(F)F)cc2)N2CCC1CC2 (configuration not stated)	1	-4	1.1	0.9	-4	11	1.1	1.1	-7	7
42	CC(=O)c1ccc2c(c1)C1C(Cl)C(Sc3ccccc3[N+](=O)[O-])CC1C(c1ccccc1[N+](=O)[O-])N2 (configuration not stated)	0.6	1	1	0.4	2	63*	0.9	0.4	12	10
43	O=c1[nH]c(=S)n(C2CC2)c(O)c1/C=N/Nc1ccccc1	1.6	-7	1.1	0.9	-8	15	1	2*	0	-14
44	CN1CCN(c2ccc([N+](=O)[O-])c(Sc3nncn3C)c2)CC1	1.1	4	1	1.1	4	-9	0.9	1	11	-3
45	Cc1ccc(S(=O)(=O)N2CN3CCN(C3)C2)cc1	0.9	-1	1.1	0.9	-19	12	1.1	0.8	-8	0
46	NC(=O)Nc1cccc(C(F)(F)F)c1	0.9	1	1.1	0.9	-10	6	1	0.9	-5	-7
47	N#CCCn1cc(C(=O)Nc2ccccc2Br)c(-c2ccc([N+](=O)[O-])cc2)n1	0.9	-1	1	0.9	-3	6	1	1	5	-4
48	CCOC(=O)CCN=Cc1c(O)n(-c2ccc(Br)cc2)c(=O)[nH]c1=O	0.9	-1	1.1	0.7	-7	28	1	0.9	-4	7
49	CC1(C(O)(C#CCN2CCCCC2)c2ccccc2)CCCC1 (configuration not stated)	1.1	-3	1	1	-6	5	1	1	-1	10
50	CCCn1c(C(=O)c2ccccc2)nc2ccccc21	1	0	1.1	1	-12	3	1	1.1	-1	4

Full records from above. Order of values: PMI act, Efa HMGR inh, FLuc stim CS, Diaph act CS, TNAP inh noacc, Diaphorase inh, TNAP act hi DEA, PMI act satM6P, TNAP inh hiacc, G6PDH CS
O=C(c1cccnc1)c1cc2ccccc2[nH]1 is entered as 1.1, -2, 1.1, 0.9, 18, 7, 1, 1.1, -4, -3
c1ccc(C2CC3CC(c4ccco4)N2O3)cc1 (configuration not stated) is entered as 0.9, 0, 1, 0.9, -16, 9, 1, 0.9, -5, -11
CC1(C(O)(C#CCN2CCCCC2)c2ccccc2)CCCC1 (configuration not stated) is entered as 1.1, -3, 1, 1, -6, 5, 1, 1, -1, 10

New compounds follow
No.	Structure	PMI act	Efa HMGR inh	FLuc stim CS	Diaph act CS	TNAP inh noacc	Diaphorase inh	TNAP act hi DEA	PMI act satM6P	TNAP inh hiacc	G6PDH CS
51	CCN1CCN(C(=O)COc2cc(=O)n(CC)c3ccccc23)CC1	0.9	-7	1	1	-18	-2	1	1	-4	25
52	C#CCN1CCN(c2cccc(C(F)(F)F)c2)CC1	1.1	-5	1	1.2	-13	-18	1	1.1	-5	-1
53	NC12CN3CN(CN(C3)C1)C2 (tested in a mixture with another compound)	1.1	-7	1	0.9	7	6	1	1	-2	5
54	N#CSCC(=O)N1c2ccccc2CCc2ccccc21	0.9	-8	1.1	0.9	-17	7	1	1	-3	4
55	Clc1cccc(Cl)c1C1N2CCCN12 (configuration not stated)	0.9	-5	1	0.9	-10	9	1	0.9	-5	10
56	Cc1c(C=C2C(=O)N(C)C(=O)N(C)C2=O)c(=O)n(-c2ccccc2)n1C	1.1	-3	1.1	0.9	-18	5	1	1.1	1	3
57	C=CCN1C(=O)/C(=C/c2cc(C)n(-c3ccccn3)c2C)C(=O)NC1=S	1.3	-3	1	0.9	-2	11	1	1.2	2	-8
58	CC[C@@H](C(N)=O)N1CCCC1=O	1	2	1	0.8	-9	18	1.1	1	-6	7
59	COc1ccc(NC(c2ccccc2)P(=O)(Oc2ccccc2)Oc2ccccc2)cc1 (configuration not stated)	0.8	0	1	0.9	-14	14	1	0.8	-2	-19
60	CC1CCCN(C(=O)CCl)C1 (configuration not stated)	1.2	-1	1	0.9	-3	9	1	1.1	2	-6
61	CC(C)Sc1nnc([C@@H](N)Cc2ccccc2)o1	1	-5	1	1	-4	-3	1	1.1	-2	8
62	O=C(Cn1cc(C(=O)c2ccccc2)c2ccccc21)NCc1ccco1	1.2	8	0.9	1	-3	-2	1	1.2	2	2
63	CC1CC(NC(=O)C2C3CCC(O3)C2C(=O)O)CC(C)(C)C1 (configuration not stated)	1	-6	1	1	-11	1	1	1	-4	8
64	Nc1ccncc1	1	-5	1.1	0.9	-13	7	1	1	-4	4
